From PubChem BioAssay
MT1-MMP txn act: activates MT1-MMP transcription. activation factor at 10 µM. HT1080 MT1-MMP promoter luciferase reporter, luminescence, overnight; active compounds read high. AID 750. hit rate 0.16% among 86,000;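 active = activation factor of at least 2 for MT1-MMP transcription at 10 µM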
Plk1 PBD FP: Plk1 (human) PBD binding inhibition | hit rate 0.13% among 97,000 | AID 693 | Plk1 PBD phosphopeptide binding, fluorescence polarization | P53350 | inhibition, %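 (tested at about 20 µM)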; in the data active = inhibition above about 34%, passing the limit was not always enough
Target sequence (P53350 whole entry, looked up): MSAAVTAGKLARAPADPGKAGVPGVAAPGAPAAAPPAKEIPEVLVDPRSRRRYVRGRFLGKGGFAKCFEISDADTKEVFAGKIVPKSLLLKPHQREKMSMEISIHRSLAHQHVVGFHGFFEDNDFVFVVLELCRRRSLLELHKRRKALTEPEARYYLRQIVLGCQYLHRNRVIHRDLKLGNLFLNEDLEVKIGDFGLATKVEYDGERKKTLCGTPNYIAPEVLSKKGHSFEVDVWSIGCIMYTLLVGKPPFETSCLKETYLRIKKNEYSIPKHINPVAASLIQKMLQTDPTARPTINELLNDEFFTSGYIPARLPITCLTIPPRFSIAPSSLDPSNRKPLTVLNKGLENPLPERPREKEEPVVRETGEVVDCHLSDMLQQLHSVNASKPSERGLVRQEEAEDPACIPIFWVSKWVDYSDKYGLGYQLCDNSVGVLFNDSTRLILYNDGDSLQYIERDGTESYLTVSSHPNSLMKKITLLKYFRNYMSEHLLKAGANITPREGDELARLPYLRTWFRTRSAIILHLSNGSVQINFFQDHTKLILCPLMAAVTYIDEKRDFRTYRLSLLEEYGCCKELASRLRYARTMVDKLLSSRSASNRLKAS
EphB4 antag: EphB4-ephrin-B2 interaction antagonism; P54760; EphB4 LBD / TNYL-RAW-Alexa532 peptide, fluorescence polarization; inhibition, % at 7 µM; hit rate 0.15% among 97,000;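 active = inhibition above the screen-wide mean inhibition plus 3 SD, cut at about 15% in these data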;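 note: 0% = DMSO wells and 100% = excess unlabeled TNYL-RAW peptide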
HIV Rev-RRE inh: inhibitors of HIV-1 Rev-RRE RNA interaction. P05866. Rev peptide-RRE RNA binding, FRET. inhibition, % at 8 µM. hit rate 0.79% among 97,000;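 active = inhibition above the screen-wide mean plus 3 SD, cut at about 35% in these data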;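 note: 0% = median DMSO wells and 100% = median Neomycin B control wells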
Target sequence (P05866 whole entry, looked up): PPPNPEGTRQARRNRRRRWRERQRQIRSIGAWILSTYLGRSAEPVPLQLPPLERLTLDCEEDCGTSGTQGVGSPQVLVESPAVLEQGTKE
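Test system: labelled RRE RNA duplex and labelled Rev peptide. Times: 5 min compound–RNA preincubation, then 15 min with peptide, 25 °C. Doses: single-dose 8 µM. Measured by: FRET, excitation 480 nm, emission 540 nm donor and 671 nm acceptor. Measure: % inhibition of FRET ratio versus controls.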
PLK1 inh: PLK1 (human) kinase inhibition; hit rate 0.53% among 97,000; inhibition, % at 10 µM; AID 619; recombinant PLK1 kinase, TR-FRET peptide phosphorylation; P53350;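 active = inhibition of 50% or more in the single-concentration screen; inactive = inhibition below 50%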;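 note: 0% = DMSO max control and 100% = H-89 dihydrochloride min control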
S1P2 blocker: blocks the human S1P2 receptor; O95136; inhibition, % at 5 µM; cell-based S1P2 antagonist assay, inhibition at 5 uM; hit rate 0.21% among 97,000; AID 736; in the data active = inhibition above about 45%;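 note: CRE beta-lactamase reporter cells expressing human S1P2 stimulated with S1P; 0% = agonist at EC80 alone and 100% = agonist plus reference antagonist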
Target sequence (O95136 whole entry, looked up): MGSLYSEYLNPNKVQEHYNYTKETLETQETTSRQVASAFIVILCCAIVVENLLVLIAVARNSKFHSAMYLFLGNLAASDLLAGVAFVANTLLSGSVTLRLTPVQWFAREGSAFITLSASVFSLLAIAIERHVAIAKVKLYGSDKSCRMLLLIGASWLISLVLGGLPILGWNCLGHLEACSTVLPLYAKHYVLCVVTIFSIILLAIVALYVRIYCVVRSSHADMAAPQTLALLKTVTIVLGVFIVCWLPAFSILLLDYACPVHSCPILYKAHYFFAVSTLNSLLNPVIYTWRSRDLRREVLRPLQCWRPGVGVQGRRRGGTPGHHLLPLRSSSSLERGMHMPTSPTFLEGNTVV
FAK inh: FAK (human) kinase inhibition. Q05397. biochemical FAK kinase activity assay. inhibition, %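 (tested at 7 µM)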. hit rate 0.84% among 97,000; in the data active = inhibition above about 19%;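 note: 0% = DMSO and 100% = reference compound high control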
S1P2 agonist: agonists of human S1P2 receptor; O95136; S1P2-expressing cell line, agonist reporter read-out; activation, % at 4.5 µM; hit rate 0.46% among 97,000; AID 729; in the data active = activation above about 16%;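 note: 0% = vehicle low control and 100% = maximal reference agonist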
PLAP activator: activates human placental alkaline phosphatase | P05187 | purified PLAP enzyme, luminescent substrate read-out; active compounds read high | activation fold at 20 µM | hit rate 1.2% among 96,000; in the data active = activation fold above about 2
* marks the source's active call; other numbers are inactive results; . = no result given; [ ] = another dose, or the depositor's remark.

SMILES	MT1-MMP txn act	Plk1 PBD FP	EphB4 antag	HIV Rev-RRE inh	PLK1 inh	S1P2 blocker	FAK inh	S1P2 agonist	PLAP activator
COc1ccc(NC(=O)c2sccc2C)c([N+](=O)[O-])c1	.	-18	-1	2	-10	-14	2	-8	0.9
COc1ccc(NC(=O)C2CCN(S(=O)(=O)c3cccc4cccnc34)CC2)cc1	1.1	7	-8	6	-15	-5	1	-4	1.1
CCCc1cc(=O)n2c([nH]c3ccccc32)c1C#N	1.1	8	1	2	-23	-26	-2	1	0.9
O=C(NCCN1CCCC1=O)Nc1ccccc1	1.2	12	2	6	-7	-10	-3	-4	0.9
Cc1ccc(N2C(=O)C3C(c4ccccc4)(C2=O)C3(c2ccccc2)c2ccccc2)cc1 (stereo unspecified)	.	-28	-10	3	-5	20	-1	-8	1.1
c1ccc(-c2nnc(CSc3nncs3)o2)cc1	1.6	-4	-11	-2	-13	-6	-1	-5	0.9
O=C(CSc1nnnn1C1CCCC1)c1ccc2c(c1)OCCO2	0.9	-22	8	7	-2	10	-2	-9	0.8
COC(=O)C1=CN(C(C)C)C=C(C(=O)OC)C1c1cccc(OC)c1	1.2	-4	0	-1	-3	-17	1	12	1.4
CCOC(=O)c1sc(NC(=O)CSc2nnc(Cc3ccccc3)o2)c(C#N)c1C	.	-1	6	4	-6	-17	-1	-6	1.1
O=C(c1nc2ccccc2s1)N1CCSCC1	1.5	-4	4	0	-15	6	0	-3	0.8
COc1cccc2c(=O)c(C/C=C(/C)Cl)c(C)[nH]c12	1.1	-8	-1	2	-15	-12	3	0	0.7
c1coc(CNCCCN2CCOCC2)c1	1	18	3	9	-9	-8	0	-5	1
CC(C)=CCC/C(C)=C/C=N/NC(=O)c1ccccc1[N+](=O)[O-]	.	-1	-2	-1	-11	-8	-4	-8	1.3
O=S(=O)(CCc1nnc(-c2ccccc2)o1)c1ccc2ccccc2c1	1.1	-17	1	-1	-11	-12	-2	-6	0.8
O=C(C1=C(O)C(=O)N(CCN2CCOCC2)C1c1ccccc1)c1cccs1 (stereo unspecified)	1.1	5	-6	0	-5	-27	3	-6	.

Structural class, those above with a cyano group (2)
SMILES	MT1-MMP txn act	Plk1 PBD FP	EphB4 antag	HIV Rev-RRE inh	PLK1 inh	S1P2 blocker	FAK inh	S1P2 agonist	PLAP activator
CCCc1cc(=O)n2c([nH]c3ccccc32)c1C#N	1.1	8	1	2	-23	-26	-2	1	0.9
CCOC(=O)c1sc(NC(=O)CSc2nnc(Cc3ccccc3)o2)c(C#N)c1C	.	-1	6	4	-6	-17	-1	-6	1.1

(cont.)
SMILES	MT1-MMP txn act	Plk1 PBD FP	EphB4 antag	HIV Rev-RRE inh	PLK1 inh	S1P2 blocker	FAK inh	S1P2 agonist	PLAP activator
Cc1ccc2cc3cc(C(=O)N4CCCCC4C)oc3nc2c1 (stereo unspecified)	1	-10	-4	7	-10	10	-4	-4	1.3
Cc1noc(C)c1CSc1nnc2sc3ccccc3n12	0.9	2	-11	1	-7	-23	-1	-1	1.1
CC1/C(=N/O)CC(c2ccccc2)N(C)C1c1ccccc1 (stereo unspecified)	1.1	-1	6	7	-14	-25	0	-5	.
CCOc1cc(NC(=S)Nc2ccccc2)c(OCC)cc1NC(=O)c1ccc(OC)cc1	.	-20	-1	-4	-6	0	0	-6	1.2
COc1nc(-c2ccccc2)ccc1-c1noc(COc2ccccc2)n1	1	-1	-3	19	1	1	2	-2	1
CCC(C(=O)O/N=C(\N)c1ccc(Cl)cc1)c1ccccc1 (stereo unspecified)	1.2	26	6	14	-5	-5	1	4	0.7
CCOc1ccc2cc(C#N)c(SCC(=O)OC)nc2c1	1.6	-17	-5	7	-57	0	1	-14	1
c1ccc(-c2cc(-c3nnc4n3N=C(c3ccc5ccccc5c3)CS4)[nH]n2)cc1	.	2	3	5	-10	-19	1	-5	1.7
COc1cc(N2CCCC2)c(OC)cc1/C=C(/C#N)c1cccc(F)c1	1.1	-195	7	117*[fluorescence artefact?]	-25	9	0	-4	0.7
Clc1ccccc1CSc1snnc1-c1ccccc1	.	-7	0	20	-11	18	4	-6	0.6
CCOCCc1c(O)nc(SCC(=O)NCc2ccco2)[nH]c1=O	1	1	-7	1	-8	-10	2	-2	1.2
CC(=O)Nc1ccc(Nc2nc(C)nc3c2oc2ccccc23)cc1	1	-14	-2	13	7	0	3	1	0.8
C=C(C)CSc1nnc(-c2ccc(OC)c(OC)c2)n1N	1.1	-3	-1	10	5	8	-4	-10	1
CN(C)CCNC(=O)Cc1c(C(=O)O)n(C)c2ccccc12	1.1	-4	0	4	-8	5	1	-9	1
CCOC(=O)C1(C)/C(=N/Nc2ccccc2Cl)C(=O)C(=O)N1c1ccccc1 (stereo unspecified)	1.1	7	6	2	-6	10	-3	-8	1.3
C=CCn1c(SCC(=O)Nc2nnc(CC)s2)nnc1-c1cccnc1	1.3	5	-2	-1	-18	-1	1	-3	1.1
COC(=O)Nc1ccc(S(=O)(=O)N2CCN(CCN3C(=O)C4C5C=CC(C5)C4C3=O)CC2)cc1 (stereo unspecified)	1.2	11	1	2	-10	-13	-2	2	1.2
Cc1ccc(-c2nc3ccc(NS(=O)(=O)c4ccccc4)cc3[nH]2)o1	1.5	0	1	2	-11	-24	7	0	1.5
CC(Sc1nc(-c2ccccc2)nc2c1COC(C)(C)C2)C(=O)N1CCOCC1 (stereo unspecified)	1	-25	-3	9	-2	-4	-1	-3	1.5
O=C1c2ccccc2S(=O)(=O)N1CCOc1ccc(F)cc1	1.1	-2	-5	3	-5	-2	-8	-1	0.7
CCOC(=O)/C(C#N)=C/c1ccc(OCC(=O)Nc2ccccc2)c(OC)c1	.	42	0	4	-24	3	-1	-2	1
CCC(C)(C(=O)NC1CCCC1)N(Cc1ccco1)C(=O)c1ccccn1 (stereo unspecified)	0.9	-42	-9	-4	1	18	-4	-2	0.9
Oc1ccc(Nc2nc(NCC3CCCO3)c3ccccc3n2)cc1 (stereo unspecified)	1.1	-5	3	10	-10	8	5	-4	0.9
COCCCNC(=O)c1cccs1	1.1	5	-1	7	-14	-3	0	-6	1
CNC(=O)c1nc(C)n(-c2cc(Cl)cc(Cl)c2)n1	.	10	-2	4	-6	0	-1	0	1
Cc1ccccc1-n1c(Cn2c(=O)sc3ccccc32)nnc1SCC(=O)NCC1CCCO1 (stereo unspecified)	1.2	2	-4	6	-10	17	0	-4	1.7
COc1cc(S(=O)(=O)Nc2c(C)cc(C)cc2C)ccc1Cl	1.1	0	-1	15	-19	-34	12	-2	1.1
COc1ccc(OC)c(NC(=O)C2CC(=O)N(c3ccc(Br)cc3)C2)c1 (stereo unspecified)	1.1	23	-8	13	-4	-4	-1	-3	1.4
COCCN(CCOC)S(=O)(=O)c1ccc(C(=O)Nc2nnc(C)o2)cc1	1.1	1	-9	7	-14	-21	-1	-7	1.1
O=C(CCC(=O)c1cccs1)OCC(=O)N1CCN(S(=O)(=O)c2ccccc2)CC1	1.1	7	-5	-1	-8	-10	0	-2	1.3

Sorted by the number under MT1-MMP txn act (ascending): 3 of the compounds above.
SMILES	MT1-MMP txn act	Plk1 PBD FP	EphB4 antag	HIV Rev-RRE inh	PLK1 inh	S1P2 blocker	FAK inh	S1P2 agonist	PLAP activator
Oc1ccc(Nc2nc(NCC3CCCO3)c3ccccc3n2)cc1 (stereo unspecified)	1.1	-5	3	10	-10	8	5	-4	0.9
Cc1ccccc1-n1c(Cn2c(=O)sc3ccccc32)nnc1SCC(=O)NCC1CCCO1 (stereo unspecified)	1.2	2	-4	6	-10	17	0	-4	1.7
C=CCn1c(SCC(=O)Nc2nnc(CC)s2)nnc1-c1cccnc1	1.3	5	-2	-1	-18	-1	1	-3	1.1

Remaining list, next part
SMILES	MT1-MMP txn act	Plk1 PBD FP	EphB4 antag	HIV Rev-RRE inh	PLK1 inh	S1P2 blocker	FAK inh	S1P2 agonist	PLAP activator
Cc1ccc(S(=O)(=O)N2CCN(C)CC2)cc1-c1nnc2c3ccccc3c(C)nn12	1.1	6	-3	5	3	-16	4	-1	1.4
CCCn1c(N2CCN(CC(=O)c3c[nH]c4ccccc34)CC2)nc2c1c(=O)[nH]c(=O)n2C	1.2	1	-9	7	-5	4	-1	-1	1.8
Cc1cc(C)n(-c2nc3nonc3nc2Nc2cccc(C)c2C)n1	.	0	5	33	-2	15	-1	-2	1
COc1ccc(N2CC(C(=O)Nc3ncccc3C)CC2=O)cc1 (stereo unspecified)	1.1	-6	3	4	-16	-13	0	-2	0.9
Cc1cc(C)n2cc(CSCc3ccco3)nc2n1	1.2	28	4	2	-5	-3	0	0	1.2
CCN1c2ccccc2NC2C1C(C(C)=O)C(=O)N2c1ccc(Cl)cc1 (stereo unspecified)	1.2	-11	5	50*	-14	3	2	-1	1.5
COc1cnn(C(C)(C)C)c(=O)c1Cl	.	-17	4	6	-6	24	15	-3	1.1
O=C(Oc1ccc2cc(Br)ccc2c1)c1cccnc1	.	-6	4	7	1	9	-1	0	0.8
CNc1sc(C(=O)c2ccc(F)cc2)c(N)c1-c1nc2ccccc2s1	1.6	0	3	17	-1	6	1	-8	0.9
CS(=O)(=O)N(Cc1ccccc1)c1ccc(C(=O)NCc2cccnc2)cc1	1.2	-2	-5	6	0	0	-3	-3	1.6
COc1ccc(/C=N\NC(=O)C2C(=O)NCC2c2ccccc2)cc1O (stereo unspecified)	.	3	-6	0	-15	-4	-4	-1	1.3
CCN1C(=O)C(CC(=O)Nc2ccc(OC)cc2)N(Cc2cccs2)C1=S (stereo unspecified)	.	-6	0	16	-10	5	4	-7	1
CC(=O)c1ccc(OCCCC(=O)N2CCN(S(=O)(=O)c3cccs3)CC2)cc1	0.9	-13	8	8	-10	20	2	-7	1.2
Nc1cc(N)nc(SCc2ccccc2)n1	1.2	5	-5	2	-8	8	0	-3	0.9
COC(=O)c1cccc(NC(=O)c2cc3sccc3n2C)c1	1.4	21	4	2	-8	-4	-1	-4	0.6
CCOC(=O)c1c(C)nc(C)c(C(=O)OCC)c1-c1ccccc1	.	-13	-3	3	-6	16	-1	-3	.
Cc1c(NC(=O)CSc2nnc(COc3ccccc3)n2-c2ccccc2)c(=O)n(-c2ccccc2)n1C	.	23	5	-2	-4	9	-7	-4	1.3
CC(=O)Nc1ccc2c(c1)N(C(=O)CN(C)C)c1ccccc1CC2	1	22	8	10	-7	8	6	-5	1.2
CC(C)CC(NC(=O)OC(C)(C)C)C(=O)NC(C(=O)NC(C)C(N)=O)C(C)C (stereo unspecified)	1.1	-17	6	-1	-15	1	2	-4	1.2
COc1ccc(NC(=O)C2CCN(C(=O)c3ccc(OC)cc3)CC2)cc1	1.1	1	-3	3	-7	-4	-2	-7	1.3
CCN(CC(=O)Nc1cccc(OC)c1)C(=O)c1ccc(C)s1	.	-7	4	8	-11	22	-1	-5	1.2
O=C(Cc1ccsc1-c1ccccc1)NO	1.2	1	-1	7	-10	41	3	-9	1.2
COCCN(Cc1cc2ccc(C)cc2n2nnnc12)Cc1nnnn1C(C)(C)C	1.1	-13	-2	8	-8	-12	-1	2	.
COc1cc(C2C(C#N)=C(N)N(Nc3ccccc3)C3=C2C(=O)CC(C)(C)C3)ccc1OCc1ccccc1 (stereo unspecified)	.	13	0	-9	-8	-3	-4	-5	1.2
CCOc1[nH]n(-c2ccc(Cl)cc2)c(=O)c1C=Nc1ccc(OC)cc1	.	-36	-8	12	-4	-8	-2	-2	1
CCc1ccc2[nH]c(=O)c(CN(Cc3ccccc3OC)C(=O)Nc3ccccc3OC)cc2c1	0.9	-7	4	6	-32	-8	3	-3	1.3
O=C(CN1CCN(Cc2ccccc2)CC1)c1ccc(Br)cc1	1.1	-1	6	17	-10	23	4	-5	1.2
CCn1c(SCc2nc3sc(C(=O)O)c(C)c3c(=O)[nH]2)nc2ccccc21	.	-45	5	60*	56*	4	-5	-1	2.3*
N=c1c(C(=O)NC2CCCC2)cc2c(=O)n3ccccc3nc2n1CCN1CCOCC1	1.1	-20	3	3	-4	-3	2	-2	1.6
O=C(O)C1C2C=CC(O2)C1C(=O)NCCC1=CCCCC1 (stereo unspecified)	1	-2	-11	-2	-13	13	-2	-1	.
